# Screening data as filed in PubChem BioAssay.
# NSD2 inh = inhibitors of human NSD2, primary screen, biochemical, plate reader, single point; Histone-lysine N-methyltransferase NSD2 (Homo sapiens), O96028; NSD2-SET H3K36me1 DELFIA fluorescence; inhibition, % at 12.5 µM; 44,000 tested, 0.07% active; in the data active = inhibition above about 54%, passing the limit was not always enough;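 also: inhibitors reduce the monomethyl H3K36 fluorescence signal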
# The depositor's hits bear a star; i = inactive.
# Preview, 2 compounds:
NSD2 inh,SMILES
10,C[C@@H]1CN([C@@H](C)CO)C(=O)c2cccc(NC(=O)c3ccncc3)c2O[C@H]1CN(C)Cc1ccc(C(=O)O)cc1
4,COc1ccccc1-c1cnc2c(c1)C(=O)N([C@H](C)CO)C[C@H](C)[C@@H](CN(C)Cc1cccc(F)c1)O2

# This part in full (from the top)
NSD2 inh,SMILES
10,C[C@@H]1CN([C@@H](C)CO)C(=O)c2cccc(NC(=O)c3ccncc3)c2O[C@H]1CN(C)Cc1ccc(C(=O)O)cc1
4,COc1ccccc1-c1cnc2c(c1)C(=O)N([C@H](C)CO)C[C@H](C)[C@@H](CN(C)Cc1cccc(F)c1)O2
-3,C[C@@H]1CN([C@@H](C)CO)C(=O)Cc2cc(NC(=O)Nc3ccc(F)cc3)ccc2O[C@@H]1CN(C)CC1CCCCC1
3,C[C@@H]1CN([C@H](C)CO)C(=O)c2cc(NC(=O)Nc3ccccc3)ccc2O[C@@H](C)CCCCO[C@@H]1CN(C)S(=O)(=O)c1ccc(Cl)cc1
-2,C[C@H](CO)N1C[C@H](C)[C@H](CN(C)C(=O)Nc2cccc3ccccc23)Oc2ccc(NS(=O)(=O)c3cccs3)cc2CC1=O
-1,COc1ccc(S(=O)(=O)N(C)C[C@H]2Oc3c(NC(=O)Nc4c(C)noc4C)cccc3C(=O)N([C@@H](C)CO)C[C@@H]2C)cc1
-92,C[C@@H]1CCCCO[C@@H](CN(C)C(=O)Nc2ccccc2)[C@H](C)CN([C@@H](C)CO)C(=O)c2cc(NC(=O)c3ccccc3)ccc2O1
-11,COCC#Cc1ccc2c(c1)O[C@@H](CN(C)C)[C@H](C)CN([C@@H](C)CO)S2(=O)=O
9,Cc1ccc(S(=O)(=O)N(C)C[C@H]2OCCCC[C@H](C)Oc3ccc(NC(=O)C4CCCCC4)cc3C(=O)N([C@H](C)CO)C[C@H]2C)cc1
-14,C[C@H](CO)N1C[C@H](C)[C@H](CN(C)C(=O)Nc2ccnc(N3CCOCC3)c2)OCc2cn(nn2)CCCC1=O
0,C[C@@H]1CN([C@@H](C)CO)C(=O)c2cc(NS(=O)(=O)c3ccccc3)ccc2O[C@H]1CN(C)C(=O)Nc1ccc(C(F)(F)F)cc1
0,C[C@H](CO)N1C[C@H](C)[C@@H](CN(C)C(=O)C2CCC2)Oc2cc(C#CC(C)(C)O)ccc2S1(=O)=O
-2,C[C@H]1CN([C@@H](C)CO)C(=O)c2cc(Br)cnc2O[C@H]1CN(C)C(=O)NC1CCCC1
1,C[C@H]1CN([C@@H](C)CO)C(=O)Cc2cc(NC(=O)Nc3ccc(C(F)(F)F)cc3)ccc2O[C@@H]1CN(C)C(=O)Nc1ccccc1
-1,C[C@@H]1CN([C@@H](C)CO)C(=O)Cc2cc(NC(=O)CCCN(C)C)ccc2O[C@@H]1CN(C)S(=O)(=O)c1ccccc1
-2,COc1ccc(CN(C)C[C@@H]2Oc3c(NC(=O)Nc4ccc(OC)cc4)cccc3C(=O)N([C@H](C)CO)C[C@@H]2C)cc1
1,C[C@@H]1CN([C@@H](C)CO)C(=O)c2cccc(NC(=O)c3ccc(-c4nccs4)cc3)c2O[C@@H]1CN(C)C(=O)Nc1ccc2c(c1)OCO2
1,Cc1nnc(Sc2ccc(/C=N/NC(=O)CCCCCCC(=O)NO)o2)n1C
-2,C[C@H]1CN([C@@H](C)CO)C(=O)c2cc(NC(=O)Cc3cn(C)c4ccccc34)ccc2O[C@H]1CN(C)S(=O)(=O)c1ccccc1
5,O=C(C[C@@H]1C[C@H]2c3cc(NC(=O)Nc4ccccc4)ccc3O[C@H]2[C@H](CO)O1)NCc1ccccn1
0,C[C@@H]1CN([C@H](C)CO)C(=O)Cc2cc(NS(=O)(=O)c3cccs3)ccc2O[C@H]1CN(C)S(=O)(=O)c1ccccc1
2,COC(=O)CCCCCCC(=O)N/N=C/c1cc(OC)ccc1O
12,CC(C)NC(=O)N(C)C[C@@H]1OCCCC[C@@H](C)Oc2ccc(NC(=O)CCCN(C)C)cc2C(=O)N([C@H](C)CO)C[C@H]1C
-65,Cc1noc(C)c1NC(=O)Nc1ccc2c(c1)C(=O)N([C@H](C)CO)C[C@H](C)[C@@H](CN(C)C(=O)Nc1c(C)noc1C)OCCCC[C@@H](C)O2
20,C[C@H](CO)N1C[C@H](C)[C@H](CN(C)Cc2ccc(Cl)c(Cl)c2)Oc2ccc(NC(=O)CCN3CCOCC3)cc2C1=O

# 4 compounds from above, sorted by heavy-atom count, largest number first.
NSD2 inh,SMILES
1,C[C@@H]1CN([C@@H](C)CO)C(=O)c2cccc(NC(=O)c3ccc(-c4nccs4)cc3)c2O[C@@H]1CN(C)C(=O)Nc1ccc2c(c1)OCO2
-1,COc1ccc(S(=O)(=O)N(C)C[C@H]2Oc3c(NC(=O)Nc4c(C)noc4C)cccc3C(=O)N([C@@H](C)CO)C[C@@H]2C)cc1
-2,COc1ccc(CN(C)C[C@@H]2Oc3c(NC(=O)Nc4ccc(OC)cc4)cccc3C(=O)N([C@H](C)CO)C[C@@H]2C)cc1
5,O=C(C[C@@H]1C[C@H]2c3cc(NC(=O)Nc4ccccc4)ccc3O[C@H]2[C@H](CO)O1)NCc1ccccn1

# Other compounds
NSD2 inh,SMILES
3,C[C@H]1CN([C@@H](C)CO)C(=O)c2cc(NS(=O)(=O)c3ccccc3)ccc2O[C@@H]1CN(C)CC1CCCCC1
-35,C[C@H]1CN([C@@H](C)CO)C(=O)c2cc(C#CC3(O)CCCC3)cnc2O[C@H]1CN(C)C(=O)C1CCOCC1
2,Cc1noc(C)c1NC(=O)N(C)C[C@@H]1Oc2c(NS(=O)(=O)c3cn(C)cn3)cccc2C(=O)N([C@@H](C)CO)C[C@@H]1C
1,O=C1CSC2=NC3(CO)Oc4ccccc4[C@H]([C@H]3CO)N12
7,C[C@@H]1CN([C@H](C)CO)C(=O)c2cc(NS(=O)(=O)c3ccc(Cl)cc3)ccc2O[C@H]1CN(C)Cc1ccncc1
15,C[C@H](CO)N1C[C@H](C)[C@@H](CN(C)Cc2ccc(Cl)c(Cl)c2)Oc2c(NC(=O)Nc3ccc4c(c3)OCO4)cccc2C1=O
4,C[C@@H]1CN([C@@H](C)CO)C(=O)c2cccc(NC(=O)C3CC3)c2O[C@H]1CN(C)C(=O)Nc1ccc2c(c1)OCO2
-3,C[C@@H]1CN([C@H](C)CO)C(=O)Cc2cc(NS(=O)(=O)c3cccs3)ccc2O[C@H]1CN(C)S(=O)(=O)c1cccs1
-3,O=C(Nc1ccc2c(c1)[C@@H]1C[C@H](CC(=O)N3CCCCC3)O[C@H](CO)[C@@H]1O2)C1CCOCC1
1,CCOc1cc(/C=N/NC(=O)c2ccccc2O)ccc1O
2,CCC(=O)N[C@@H]1CC[C@@H](CC(=O)NCc2cc(F)cc(F)c2)O[C@H]1CO
-4,Cc1nc(SC(C(=O)O)c2ccccc2)cc(-c2ccccc2)n1 (stereo not drawn)
-490,C[C@H]1CCCCO[C@H](CN(C)Cc2ccc(C(=O)O)cc2)[C@@H](C)CN([C@@H](C)CO)C(=O)c2cc(NC(=O)CCC(F)(F)F)ccc2O1
-7,C[C@@H]1CCCCO[C@@H](CN(C)C(=O)Nc2ccc3c(c2)OCO3)[C@H](C)CN([C@H](C)CO)C(=O)c2cc(NS(C)(=O)=O)ccc2O1
-2,C[C@@H]1CCCCO[C@@H](CN(C)C(=O)Nc2ccccc2)[C@@H](C)CN([C@H](C)CO)C(=O)c2cc(NC(=O)NC3CCCCC3)ccc2O1
3,C[C@@H]1CCCCO[C@H](CN(C)C(=O)CCC(F)(F)F)[C@H](C)CN([C@H](C)CO)C(=O)c2cc(N(C)C)ccc2O1
8,C[C@H](CO)N1C[C@H](C)[C@H](CN(C)C(=O)CN(C)C)Oc2ncc(-c3ccc(C(=O)N(C)C)cc3)cc2C1=O
3,C[C@@H]1CN([C@H](C)CO)C(=O)c2cc(NC(=O)Cc3ccccc3)ccc2O[C@@H]1CN(C)CC1CCCCC1
-3,CN1CCN(C(=O)C[C@H]2C[C@@H]3c4cc(NC(=O)Cc5ccncc5)ccc4O[C@@H]3[C@@H](CO)O2)CC1
0,C[C@@H]1CN([C@@H](C)CO)C(=O)c2cc(NC(=O)Nc3cccc4ccccc34)ccc2O[C@@H](C)CCCCO[C@H]1CN(C)C(=O)CCCN(C)C
-7,C[C@@H]1CCCCO[C@H](CN(C)Cc2ccc(C(=O)O)cc2)[C@@H](C)CN([C@H](C)CO)C(=O)c2cc(NC(=O)Nc3ccc(C(F)(F)F)cc3)ccc2O1
-4,C[C@@H]1CN([C@H](C)CO)C(=O)c2cccc(NC(=O)Nc3ccccc3)c2O[C@@H]1CN(C)Cc1ccc(Oc2ccccc2)cc1
1,COc1ccc(CN(C)C[C@@H]2OCc3cnnn3CCCC(=O)N([C@H](C)CO)C[C@H]2C)cc1
1,C[C@H](CO)N1C[C@H](C)[C@@H](CN(C)Cc2ccc(C(F)(F)F)cc2)OCCCC[C@H](C)Oc2ccc(NC(=O)Nc3ccc4c(c3)OCO4)cc2C1=O
-1,CCCNC(=O)C[C@H]1C[C@H]2c3cc(NC(=O)Nc4ccccc4)ccc3O[C@H]2[C@@H](CO)O1

# Individual results from the results shown.
# `C[C@@H]1CN([C@H](C)CO)C(=O)c2cc(NC(=O)Nc3ccccc3)ccc2O[C@@H](C)CCCCO[C@@H]1CN(C)S(=O)(=O)c1ccc(Cl)cc1` in NSD2 inh is listed with 3
# `Cc1nc(SC(C(=O)O)c2ccccc2)cc(-c2ccccc2)n1` (stereo not drawn) in NSD2 inh is listed with -4

# Following part:
NSD2 inh,SMILES
-7,C[C@@H]1CN([C@H](C)CO)S(=O)(=O)c2ccc(C3=CCCC3)cc2O[C@H]1CN(C)C(=O)c1ccccn1
-1,CN(Cc1ccccc1)C(=O)[C@H](Cc1ccc2ccccc2c1)NC(=O)[C@@H]1C[C@@H](O)CN1C(=O)c1cn(C)c2ccccc12
-7,CC(C)CC#Cc1cnc2c(c1)C(=O)N([C@@H](C)CO)C[C@H](C)[C@@H](CN(C)C(=O)CC1CC1)O2
2,Cc1cc(C(=O)Nc2cccc3c2O[C@@H](CN(C)S(=O)(=O)c2cn(C)cn2)[C@@H](C)CN([C@H](C)CO)C3=O)n(C)n1
3,O=C(N[C@@H]1CC[C@H](CC(=O)N2CCN(c3ccccc3)CC2)O[C@@H]1CO)c1ccncc1
i,CC(C)NC(=O)N(C)C[C@@H]1OCCCC[C@@H](C)Oc2ccc(NC(=O)Nc3ccc(F)cc3)cc2C(=O)N([C@H](C)CO)C[C@@H]1C
-18,C[C@@H]1CN([C@H](C)CO)C(=O)c2cccc(NC(=O)Nc3ccc(F)cc3)c2O[C@@H]1CN(C)C(=O)Nc1ccc2c(c1)OCO2
2,C[C@H]1CN([C@@H](C)CO)S(=O)(=O)c2ccc(Br)cc2O[C@H]1CN(C)S(=O)(=O)c1ccccc1
3,CC(C)(O)CC[C@@H](O)[C@](C)(O)[C@H]1CC[C@@]2(O)C3=CC(=O)[C@@H]4C[C@@H](O)[C@@H](O)C[C@]4(C)C3CC[C@]12C (stereo partly drawn)
10,Cc1noc(C)c1NC(=O)Nc1ccc2c(c1)C(=O)N([C@@H](C)CO)C[C@@H](C)[C@H](CN(C)C(=O)CCCN(C)C)OCCCC[C@@H](C)O2
2,O=C(O)CCCCCCC(=O)N/N=C/CCC1CCCCC1
1,C[C@@H]1CN([C@@H](C)CO)C(=O)Cc2cc(NS(=O)(=O)c3cn(C)cn3)ccc2O[C@@H]1CN(C)Cc1ccc(C(F)(F)F)cc1
-1,O=C(C[C@H]1C[C@H]2c3cc(NC(=O)NC4CCCC4)ccc3O[C@H]2[C@@H](CO)O1)NCCc1ccccc1
3,C[C@@H]1CCCCO[C@H](CN(C)C(=O)Nc2ccc(F)cc2)[C@H](C)CN([C@@H](C)CO)C(=O)c2cc(NC(=O)CCC(F)(F)F)ccc2O1
7,C[C@H]1CN([C@@H](C)CO)C(=O)CCCn2nncc2CO[C@@H]1CN(C)Cc1ccccc1
2,C[C@H](CO)N1C[C@H](C)[C@@H](CN(C)S(=O)(=O)c2ccccc2)Oc2ccc(NS(=O)(=O)c3cn(C)cn3)cc2CC1=O
-1,C[C@@H](O)C#Cc1ccc2c(c1)O[C@@H](CN(C)C(=O)C1CC1)[C@@H](C)CN([C@@H](C)CO)S2(=O)=O
0,C[C@H]1CN([C@@H](C)CO)C(=O)c2cc(NS(C)(=O)=O)ccc2O[C@@H]1CN(C)S(=O)(=O)c1cccs1
7,Cc1ccc(S(=O)(=O)Nc2ccc3c(c2)C(=O)N([C@@H](C)CO)C[C@H](C)[C@H](CN(C)C(=O)NC(C)C)OCCCC[C@H](C)O3)cc1
3,C/C=C/c1ccc2c(c1)O[C@@H](CN(C)C(=O)C1CC1)[C@@H](C)CN([C@H](C)CO)S2(=O)=O
2,CNC[C@H]1Oc2ccc(NC(=O)NC(C)C)cc2C(=O)N([C@H](C)CO)C[C@@H]1C
-4,C[C@H](CO)N1C[C@H](C)[C@H](CN(C)C(=O)Cc2ccccn2)Oc2ncc(-c3ccc(F)cc3)cc2C1=O
-1,C[C@@H]1CN([C@@H](C)CO)S(=O)(=O)c2ccc(C#Cc3ccccc3)cc2O[C@@H]1CN(C)C
-7,C[C@H]1CN([C@@H](C)CO)C(=O)c2cc(NC(=O)Nc3ccc4c(c3)OCO4)ccc2O[C@@H]1CN(C)C(=O)Nc1ccc2c(c1)OCO2
-34,C[C@H](CO)N1C[C@H](C)[C@@H](CN(C)S(=O)(=O)c2cccs2)Oc2ccc(NC(=O)C3CC3)cc2CC1=O
5,C[C@@H]1CN([C@@H](C)CO)C(=O)Cc2cc(NC(=O)C3CCCCC3)ccc2O[C@@H]1CN(C)C(=O)NC1CCCCC1
-1,C[C@H](CO)N1C[C@H](C)[C@@H](CN(C)C(=O)NC2CCCCC2)Oc2ccc(NS(=O)(=O)c3ccc(F)cc3)cc2C1=O

# Only part of the results is shown (hit frequency here may not be typical).
